# ROC1-CUL1 inh: blocks human RBX1-Cullin-1 di-ubiquitin formation; P62877+Q13616; in vitro K48 di-Ub FRET, acceptor:donor ratio, 45 min; inhibition, % at 10 µM; actives 0.6% (n = 140,000); AID 1347404; in the data active = inhibition above about 25%
# Target sequence (P62877 whole entry, looked up): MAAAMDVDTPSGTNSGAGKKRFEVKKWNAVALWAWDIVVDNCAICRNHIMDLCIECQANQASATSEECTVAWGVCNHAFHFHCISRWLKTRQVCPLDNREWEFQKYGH
# Target sequence (Q13616 whole entry, looked up): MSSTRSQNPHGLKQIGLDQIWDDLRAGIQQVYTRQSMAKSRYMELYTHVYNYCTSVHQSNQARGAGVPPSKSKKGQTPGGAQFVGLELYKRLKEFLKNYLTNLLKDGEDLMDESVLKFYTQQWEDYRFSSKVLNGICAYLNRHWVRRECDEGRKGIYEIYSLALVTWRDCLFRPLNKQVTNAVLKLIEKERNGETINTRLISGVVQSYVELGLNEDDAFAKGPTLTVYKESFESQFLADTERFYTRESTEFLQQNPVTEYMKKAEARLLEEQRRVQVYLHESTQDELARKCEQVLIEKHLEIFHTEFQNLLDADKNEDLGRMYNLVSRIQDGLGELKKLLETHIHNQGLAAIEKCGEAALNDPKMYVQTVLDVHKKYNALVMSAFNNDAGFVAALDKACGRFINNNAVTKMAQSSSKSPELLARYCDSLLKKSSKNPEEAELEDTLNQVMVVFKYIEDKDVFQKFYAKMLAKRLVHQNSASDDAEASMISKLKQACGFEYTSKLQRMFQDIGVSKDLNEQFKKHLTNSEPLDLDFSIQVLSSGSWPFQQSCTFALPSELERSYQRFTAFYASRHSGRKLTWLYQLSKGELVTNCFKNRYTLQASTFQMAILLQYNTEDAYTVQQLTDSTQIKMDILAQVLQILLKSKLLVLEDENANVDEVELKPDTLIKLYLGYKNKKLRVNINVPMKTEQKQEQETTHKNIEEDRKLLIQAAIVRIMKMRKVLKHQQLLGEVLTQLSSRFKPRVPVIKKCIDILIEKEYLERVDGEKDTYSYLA
# Starred values were filed as active, the others as inactive. This is a subset (hit frequency here may not be typical).
structure | ROC1-CUL1 inh
CCOc1ccc(CCNC(=O)c2cc3c(=O)n(CC)c4ccccc4c3s2)cc1OCC | 7
CCNC(=O)N1CCC(n2cc(CN3CCCC(C)(CO)C3)nn2)CC1 (configuration not stated) | 6
COC(=O)c1c(C)nnn1-c1nonc1N | 6
CCS(=O)(=O)c1cccc(C(=O)Nc2ccc(-c3nc4ccccc4s3)c(O)c2)c1 | 2
C=CCN1CCN(C(=O)C(C)Oc2ccc(C(C)(C)C)cc2)CC1 (configuration not stated) | -2
CCOC(=O)c1cc(S(=O)(=O)N2CCN(c3cccc(C)c3C)CC2)[nH]n1 | -5
CCOC(=O)C1C(=N)N(c2ccc(C)cc2)C2=C(C(=O)CC(C)(C)C2)C1c1ccc(OC)cc1 (configuration not stated) | 3
Cn1nc(-c2ccc(OCC(=O)Nc3cccc(C(F)(F)F)c3)cc2)c2ccccc2c1=O | 8
COc1ccc(C)cc1NC(=O)Cc1ccc(NC(=O)N2CCCCc3ccccc32)cc1 | 8
NN1C(=O)Cc2ccccc2C1=O | -5
Cc1ccccc1CNC(=O)c1nn(-c2ccccc2F)nc1CO | -6
OCCNc1ccc2nnc(-c3ccc(Br)cc3)n2n1 | 3
N=Nc1c2[nH]c3ccccc3nc-2c2ccccc12 | -14
COc1ccc(S(=O)(=O)Nc2cc([N+](=O)[O-])ccc2Cl)cc1 | 1
COC(=O)C1=C(C(=O)OC)SC(=C2C(=S)C(C)(C)N(C(=O)CN3C(=O)CCC3=O)c3ccc(C)cc32)S1 | 3
Cc1oc(-c2ccc(C(=O)N(C)Cc3ccccc3)cc2)nc1CN1CCc2ccccc21 | -7
CCOc1ccc2nc(N3CCCC3C(=O)NCc3c(C)nn(CC)c3C)nc(C)c2c1 (configuration not stated) | -2
CCC(=O)N1c2ccccc2CC1C(=O)NCc1ccc(CC)cc1 (configuration not stated) | -5
CC(=O)Oc1cccc(/C=C2\SC(=Nc3ccccc3)N(c3ccccc3)C2=O)c1 | 2
O=C1CCCN1CC(=O)N1CCc2[nH]nc(-c3ccc(C(F)(F)F)cc3)c2C1 | -6
O/N=C1\CCCc2c1[nH]c1ccc(Cl)cc21 | 4
Cc1cc(Br)ccc1NC(=O)CN1CCC(C)CC1 | 98*
COc1cc2c(cc1OC)-c1c(C#N)c(-c3ccc(C)cc3)c(C(=O)c3ccccc3)n1CC2 | 1
Cc1cc(C)c(NS(=O)(=O)c2ccccc2C)c(C)c1 | 1

# By substructure, those above with bromine (2)
structure | ROC1-CUL1 inh
OCCNc1ccc2nnc(-c3ccc(Br)cc3)n2n1 | 3
Cc1cc(Br)ccc1NC(=O)CN1CCC(C)CC1 | 98*

# The list goes on.
structure | ROC1-CUL1 inh
Cn1ncc(N2CCC(CNC(=O)CC3=CCCCC3)C2)cc1=O (configuration not stated) | -3
COCCC1CCCCN1C(=O)CCc1nnc(CCc2ccccc2OC)o1 (configuration not stated) | 0
CC#CCN1C(=O)NC(Cc2cccc(F)c2)(C2CCN(C(=O)CC3=CCCCC3)CC2)C1=O (configuration not stated) | -5
COCCN1CCCC2(CCN(C(=O)c3cc(C)[nH]n3)C2)C1=O (configuration not stated) | 10
CCOC(=O)C1=NN(c2ccccc2)C(c2ccc3c(c2)OCO3)NN1C (configuration not stated) | -5
CCOc1ccc(C(=O)Nc2c(C)nc(Nc3ccccc3)nc2Nc2ccccc2)cc1OCC | 2
O=C(O)c1cc(-c2ccc(F)cc2F)nc2ccc3ccccc3c12 | 1
Cc1nnc2c3ccccc3nc(Nc3ccccc3C(=O)O)n12 | 2
COc1cccc(CC(C2CCN(C(=O)CCc3ccccc3)CC2)N(C)C(=O)c2ccsc2)c1 (configuration not stated) | 2
Cc1ccc(C(=O)NCCn2c(C)cc3ccccc32)cc1C | -1
COc1cc(NC(=O)c2cc(-c3ccc(Cl)c(Cl)c3)on2)cc(OC)c1OC | -7
COc1ccc(Cl)cc1CNCCSc1nnnn1-c1ccccc1 | -4
CC(c1ccccc1)n1c(CO)nc2ccccc21 (configuration not stated) | 6
Cn1cnc2c3cccnc3ccc21 | -2
CC1=NOC(=O)/C1=C\c1ccc(-c2cc(Cl)ccc2Cl)o1 | 97*
CC(=O)c1c(C)oc2ccc(N(C(=O)Oc3ccccc3)S(=O)(=O)c3ccc(Br)cc3)cc12 | -1
COc1ccc2c(c1)N=C(C)CC2=O | 12
Cc1cc(C)cc(Oc2c(C(F)(F)F)oc3c(CN4CCN(C)CC4)c(O)ccc3c2=O)c1 | 3
Cc1cc(C(F)(F)Cl)n2ncc(-c3ccccc3)c2n1 | -7
N#Cc1cn(CC(=O)N2CCOCC2)c2ccccc12 | 9
CCC(C(=O)Nc1ccccc1O)c1ccccc1 (configuration not stated) | -10
Cc1ccsc1/C=N/NC(=O)c1ccc(CN2CCc3ccccc3C2)cc1 | 7
CCN(CC)C(=O)Oc1ccc2c(=O)c(Oc3ccc(OC)cc3)coc2c1 | -3
C#CCN(C/C=C/c1ccccc1)S(=O)(=O)c1ccc(C)cc1 | -4
COc1ccc2nc(CCN(C)C(=O)Nc3nncs3)[nH]c2c1 | -3
Cc1ccsc1CCN1C(=O)N(c2ccc(F)cc2)C(=O)C1CC(=O)Nc1ccccc1 (configuration not stated) | -6
CC1(C)CNC(=O)C=C(c2ccccc2)C1 | -1
COc1ccc(NC(=O)c2cc(SC)ccc2Cl)cc1 | 0
COc1cccc(C2NC(=O)c3n[nH]c(-c4cccs4)c32)c1 (configuration not stated) | 3
CS(=O)(=O)Nc1ccc2c(c1)nc1n2CCOC1 | -6
CCOC(=O)C(NCCc1ccc(OC)c(OC)c1)(NC(=O)c1cccnc1)C(F)(F)F (configuration not stated) | -1
COc1cc(CN(C(=O)COc2ccccc2Cl)c2ccccn2)cc(OC)c1OC | 1
Cn1c(CNC(=O)c2ccc(Cl)cc2)n[nH]c1=S | -2
COc1ccc2[nH]c3c(c2c1)CCN(C(=O)c1cccc(Cl)c1)C3c1ccc(F)cc1 (configuration not stated) | 10
COc1cc(C2CC(=O)NC3=C2C(=O)CC(C)(C)C3)ccc1O (configuration not stated) | -11
COc1ccc(Cn2c(C(=O)O)c(CNCCc3ccccc3Cl)c3ccc(C)cc32)cc1 | 7
CCC(=O)N1CCc2cc(Br)cc(S(=O)(=O)CCC(=O)Nc3cccc(C)c3C)c21 | -10
CCS(=O)(=O)N1CCCC(C(=O)Nc2ccc(C)c(Cl)c2)C1 (configuration not stated) | 12
COC(=O)CN1C(=O)S/C(=C/c2cc(C)n(-c3cccnc3)c2C)C1=O | 9
CCc1cccc(C)c1NC(=O)CN1C(=O)c2cccc3cccc1c23 | 4
COc1ccc(S(=O)(=O)c2cn(C)c3ccc(C)cc3c2=O)cc1 | 0
O=C(CN1Cc2ccccc2OC(c2ccccc2F)C1)N1CCCCC1c1ccccn1 (configuration not stated) | 3
O=C(NN1CCOCC1)c1cccs1 | 5
CC#CC(=O)NC1CC(=O)N(CCCc2ccccc2)C1 (configuration not stated) | 10
COC(=O)CN1C(=O)S/C(=C/c2c(OCc3ccccc3C#N)ccc3ccccc23)C1=O | -1
Clc1ccc(/C=N/Nc2ccccc2)c(Cl)c1 | -2
Cc1cccc(C(=O)Nc2c(C(=O)N3CCN(c4ccc(F)cc4)CC3)oc3ccccc23)c1 | -5
CS(=O)(=O)c1ccc2[nH]c(=O)oc2c1 | 4

# More results
molecule | ROC1-CUL1 inh
O=S(=O)(c1cccs1)N1CCN(c2ccccc2)CC1 | 5
CN(C)c1ccc(Sc2ccccc2C(=O)O)cc1 | 0
COc1ccc(NC(=O)c2c(NC(=O)c3cccc(Br)c3)sc3c2CCCCC3)cc1 | -4
CCCn1cc(S(=O)(=O)c2cccc(Cl)c2)c(=O)c2cc(F)c(N3CCOCC3)cc21 | -2
O=C(c1cc2c(s1)-c1ccccc1OC2)N1CCN(c2ccc(F)cc2)CC1 | -2
Cc1ccc(NC(=O)C2CCCN(S(=O)(=O)c3c(C)n[nH]c3C)C2)cc1C (configuration not stated) | -9
CCOc1ccc(C(=O)Nc2cc(C(=O)O)cc(C(=O)O)c2)cc1 | 21
CNc1ccc(C(=O)N(C)Cc2ccc3ccccc3n2)cn1 | -3
O=C(O)c1ccc(Nc2nc(-c3ccccc3)c3cc(Br)ccc3n2)cc1 | 3
COc1ccc(NC(=O)C2CCC(C)(C(=O)O)C2(C)C)cc1 (configuration not stated) | 3
CCc1ccc(C2C(C(=O)c3ccc4c(c3)CC(C)O4)C(=O)C(=O)N2CCN2CCOCC2)cc1 (configuration not stated) | 6
C=CCNC(=O)c1nnn(-c2ccc(Br)cc2)c1C | -11
O=C1c2ccccc2C(=O)C1C1c2ccccc2C=Cc2ccccc21 | 0
CCN1CCN(S(=O)(=O)Cc2ccc(C)cc2)CC1 | 0
CC(C)Oc1cc(-n2ncc(=S)n(C)c2=O)c(F)cc1Cl | 7
O=C(Nc1ccc(F)cc1)c1ccc2c(c1)C(=O)N(Cc1cccnc1)C2=O | 10
O=C(Nc1ccc2c(c1)OCO2)N1CCC(CO)(CCOc2ccccc2)CC1 | 7
COc1ccc(NC(=O)CSc2nc3ccccc3[nH]2)cc1 | 5
COc1cc(C2c3c(n[nH]c3-c3cc(C)sc3C)OC(=N)C2C#N)cc(Br)c1OCc1ccccc1 (configuration not stated) | 3
O=C(c1ccccc1)c1c(-c2ccccc2)c(C(=O)c2ccc(Cl)cc2)n2ccccc12 | 3
CCOc1cccc(NC(=O)CC#N)c1 | 2
Cc1sc(CN(C)C)c2c1C(O)(C1CCN(C)CC1)c1ccccc1CS2 (configuration not stated) | 7
CC(C)c1cnc2c(c1SCC(=O)O)c(=O)n(C)c(=O)n2C | -5
CC(=O)Nc1ccc(C(C)(C)C)cc1C(=O)O | 1
CC(=O)Nc1cccc(N=CC2C(=O)N(c3ccc(Br)c(C)c3)N=C2C)c1 (configuration not stated) | -1
COc1ccc(C(c2c[nH]c3ccccc23)c2c[nH]c3ccccc23)c2ccccc12 | -9
Clc1ccc(-c2cn[nH]c2)s1 | -9
CCN(C(=O)Cn1c(C(=O)OC)cc2oc3ccccc3c21)c1cccc(C)c1 | -4
CC(C)(C)c1csc(NC(=O)CSC2=NCCS2)n1 | -10
O=C1N=C(N2CCN(c3ccccc3)CC2)S/C1=C\c1ccc(-c2ccccc2)o1 | -3
O=C(NC1CC1)C1CCCN(C2CCN(Cc3cccnc3)CC2)C1 (configuration not stated) | 7
Cc1cccc(N=C2N=C(c3ccc([N+](=O)[O-])cc3)CS2)c1C | -6
Cc1sc(NC(=O)c2sc3ccccc3c2Cl)c(C(N)=O)c1-c1ccccc1 | 0
Cc1cccc(N2CCN(C(=O)c3ccc4c(c3)OCCO4)CC2)c1C | -2
O=C(c1cc[n+]([O-])cc1)N1CCCC(CCc2cccc(F)c2)C1 (configuration not stated) | 9
COc1ccccc1N1CCN(CCCCN2C(=O)C3CCCCN3C2=O)CC1 (configuration not stated) | 4

# Records listed above shown as hits in ROC1-CUL1 inh.
molecule | ROC1-CUL1 inh
Cc1cc(Br)ccc1NC(=O)CN1CCC(C)CC1 | 98*
CC1=NOC(=O)/C1=C\c1ccc(-c2cc(Cl)ccc2Cl)o1 | 97*

# Going on with the list.
molecule | ROC1-CUL1 inh
Cc1ccc(NCC(O)CN2C(=O)c3ccccc3C2=O)cc1 (configuration not stated) | -1
Cc1cc(C)n(C(C)CC(=O)NCc2ccc(N(C)C)cc2)n1 (configuration not stated) | 3
CCCCN(C)CCNC(=O)c1nn(-c2ccc(OC)cc2)c(=O)c2c1c1ccccc1n2C | -13
COc1ccc(C2=NN3C(C2)c2ccccc2OC3c2ccc(F)cc2)cc1 (configuration not stated) | 7
CCn1c(SCC(=O)Nc2ccc([N+](=O)[O-])cc2C)nnc1-c1ccc([N+](=O)[O-])cc1 | -19
Nn1c(SCC(=O)Nc2ccc(Cl)c(Cl)c2)nnc1-c1ccc(Cl)c(Cl)c1 | -5
COc1cc(=O)n2c(c1C(=O)NC(C)c1ccco1)CCN(Cc1nc3ccccc3n1C)CC2 (configuration not stated) | -7
Cc1cnc(CN(C)C(=O)c2coc(COc3cccc(F)c3F)n2)[nH]1 | 6
Cc1ccc(Sc2c(C(=O)NCc3ccccc3C)[nH]c3ccccc23)cc1 | 6
c1ccc(CSc2nc3ncccc3[nH]2)cc1 | -14
CCCSc1nnc2c(n1)-c1ccccc1NC(c1cccc(C)n1)O2 (configuration not stated) | 10
CCOc1ccccc1NC(=O)CCn1nc(C)c(S(=O)(=O)N2CCCCC2)c1C | 6

# Quoted at random: three compounds from above
molecule | ROC1-CUL1 inh
Cc1ccc(Sc2c(C(=O)NCc3ccccc3C)[nH]c3ccccc23)cc1 | 6
CCCCN(C)CCNC(=O)c1nn(-c2ccc(OC)cc2)c(=O)c2c1c1ccccc1n2C | -13
COc1ccc(C2=NN3C(C2)c2ccccc2OC3c2ccc(F)cc2)cc1 (configuration not stated) | 7

# (list continues)
molecule | ROC1-CUL1 inh
COc1ccc(-c2noc(-c3nnn(-c4cc(C)ccc4C)c3N)n2)cc1 | -3
Cc1ccc(Nc2nc(C)cc(C)n2)c(C(=O)O)c1 | 18
CC1CN(S(=O)(=O)c2cccc(Cl)c2)CC(C)O1 (configuration not stated) | -2
CC(C)NC(=O)C1CCC(Cn2c(=O)c3sccc3n(CC(=O)Nc3ccccc3)c2=O)CC1 (configuration not stated) | 0
Fc1ccc(-c2oncc2-c2nnnn2-c2ccccc2)cc1 | -15
CCOC(=O)c1c(NC(=O)COc2ccc(Cl)cc2Cl)sc2c1CCCCC2 | 11
CC(C)(C)Sc1cc(=O)n(-c2ccccc2)c(=O)n1-c1ccccc1 | 3
Cc1ncsc1C(=O)NC1CCCc2nc(-c3ccccc3)ncc21 (configuration not stated) | -4
O=C(Nc1nnc(-c2cccs2)s1)c1ccc2c(c1)OCO2 | 7
CCN1CCN(C(=O)C(C)(C)Oc2ccc(Cl)c(C)c2)CC1 | 11
COC(=O)NNC(=O)c1ccccc1C | 5
CCCC(=O)Nc1nnc(S(=O)(=O)N(C)c2ccccc2)s1 | 4
CCOC(=O)c1ccc(Cl)c(NC(=O)COC)c1 | 5
O=C(CSCc1ccccc1)Nc1cccc(C(=O)O)c1 | -5

# Arranged by length of the SMILES (ascending): three of the compounds above
molecule | ROC1-CUL1 inh
COC(=O)NNC(=O)c1ccccc1C | 5
Cc1ncsc1C(=O)NC1CCCc2nc(-c3ccccc3)ncc21 (configuration not stated) | -4
CC(C)(C)Sc1cc(=O)n(-c2ccccc2)c(=O)n1-c1ccccc1 | 3
